Compound activity as filed in PubChem.
TEAD-YAP block – TEAD-YAP interaction inhibition, primary screen, TEAD-YAP interaction inhibitor project, luminescence, HEK-TIYL cells | 640,000 tested, 1.4% active | TEAD-Gal4/YAP UAS-luciferase luminescence | inhibition, % at 9.12 µM; in the data active = inhibition above about 32%;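 also: 0% = median of test compound wells and 100% = reference inhibitor wells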
MITF inh – MITF inhibitors, primary screen, biochemical, AlphaScreen, human; inhibition, % at 2.6 µM; 650,000 tested, 0.91% active; Microphthalmia-associated transcription factor (Homo sapiens), O75030; AlphaScreen MITF homodimerization, bead proximity signal; in the data active = inhibition above about 50%;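 also: 0% = vehicle wells with protein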
Target sequence (O75030 whole entry, looked up): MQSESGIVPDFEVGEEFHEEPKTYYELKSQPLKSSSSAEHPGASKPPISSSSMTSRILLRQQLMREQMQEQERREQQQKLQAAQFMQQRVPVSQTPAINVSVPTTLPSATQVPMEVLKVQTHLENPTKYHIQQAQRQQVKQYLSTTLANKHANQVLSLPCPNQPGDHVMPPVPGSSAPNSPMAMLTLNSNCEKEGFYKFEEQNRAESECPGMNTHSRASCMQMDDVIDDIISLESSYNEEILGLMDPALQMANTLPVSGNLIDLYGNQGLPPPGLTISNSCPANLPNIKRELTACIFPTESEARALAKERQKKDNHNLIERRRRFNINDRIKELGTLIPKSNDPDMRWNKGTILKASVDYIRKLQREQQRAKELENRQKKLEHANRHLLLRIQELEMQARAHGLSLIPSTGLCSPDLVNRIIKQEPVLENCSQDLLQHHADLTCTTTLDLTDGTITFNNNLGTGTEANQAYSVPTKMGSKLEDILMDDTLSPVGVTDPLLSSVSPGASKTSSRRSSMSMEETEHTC
FBW7 activator – FBW7 E3 ligase activators, primary screen, biochemical, AlphaScreen, human; 650,000 tested, 0.13% active; AlphaScreen FBW7–phospho-cyclin E peptide binding, activator screen; normalized activity (activation), % at 26.1 µM; in the data active = normalized activity above about 1.9%;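 also: purified mutant Fbw7 with reduced substrate affinity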
GPR151 activ – activators of human GPR151, primary screen, cell-based, PathHunter beta-arrestin, luminescence | G-protein coupled receptor 151 (Homo sapiens), Q8TDV0 | PathHunter beta-arrestin GPR151 cells | activation, % at 11.2 µM | 650,000 tested, 1% active | AID 1508602, 2020; in the data active = activation above about 4.9%;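 also: 0% = median of compound wells and 100% = cells with positive control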
Target sequence (Q8TDV0 whole entry, looked up): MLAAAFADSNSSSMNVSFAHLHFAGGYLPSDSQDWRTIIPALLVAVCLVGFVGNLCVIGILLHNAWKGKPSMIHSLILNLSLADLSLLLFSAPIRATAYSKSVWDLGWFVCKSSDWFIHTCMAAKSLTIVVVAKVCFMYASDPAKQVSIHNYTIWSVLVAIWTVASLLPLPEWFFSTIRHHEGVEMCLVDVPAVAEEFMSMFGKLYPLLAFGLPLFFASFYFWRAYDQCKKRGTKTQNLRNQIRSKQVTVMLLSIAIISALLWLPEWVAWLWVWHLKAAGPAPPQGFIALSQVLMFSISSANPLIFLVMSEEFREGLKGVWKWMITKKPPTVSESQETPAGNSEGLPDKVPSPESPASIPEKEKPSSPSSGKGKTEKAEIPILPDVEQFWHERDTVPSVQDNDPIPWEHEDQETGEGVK
Numbers without * were called inactive; / = no result given.

1) CC(/C=C1\N=C(c2cc(F)c(F)cc2Cl)OC1=O)=C\c1ccccc1
2) Cc1ccc(C(=O)NCC(=O)OCC(=O)Nc2ccc(F)c(F)c2F)cc1C
3) NC(=O)COC(=O)c1ccccc1Oc1ccccc1
4) Cc1ccc(NC(=O)CCN2C(=O)C3C4CCC(C4)C3C2=O)cc1Cl (centres undefined)
5) O=C(Nc1c2c(nn1-c1ccc(Cl)cc1)CS(=O)(=O)C2)c1ccc(S(=O)(=O)N2CCOCC2)cc1
6) Cc1c(Cl)cccc1NC(=O)C(=O)/C=C(\O)c1ccc(F)cc1
entry no.	1	2	3	4	5	6
TEAD-YAP block	3	-5	6	0	-14	-21
MITF inh	-4	-3	-2	7	17	26
FBW7 activator	-0.1	0.0	-0.5	0.0	0.5	0.2
GPR151 activ	0.3	0.8	-1.6	-0.2	0.9	0.7

7) CCOC(=O)C1=C(C)NC2=C(C(=O)C(C(=O)OCC)C(c3ccccc3OC)C2)C1c1ccc(Br)cc1 (centres undefined)
8) Cn1c(=O)c([N+](=O)[O-])c(NCCCO)c2ccccc21
9) CCC(=O)Nc1ccc(C(=O)CN2C(=O)NC3(CCc4ccccc4C3)C2=O)cc1 (centres undefined)
10) C=CCn1c(SCc2ccc3c(c2)OCO3)nc2sc(-c3ccccc3)cc2c1=O
11) Cc1cc(C)nc(NS(=O)(=O)c2ccc(NC(=O)c3ccccc3Cl)cc2)n1
12) COCCN1C(=O)c2ccccc2C(C(=O)NCC2CCCO2)C1c1ccc(F)cc1 (centres undefined)
entry no.	7	8	9	10	11	12
TEAD-YAP block	5	0	0	-40	3	-4
MITF inh	16	13	9	11	-5	-14
FBW7 activator	0.1	0.7	0.0	0.2	-0.1	0.0
GPR151 activ	0.0	-0.5	1.5	0.2	1.6	0.1

Of the compounds above, these contain a Cl atom:
1) CC(/C=C1\N=C(c2cc(F)c(F)cc2Cl)OC1=O)=C\c1ccccc1
4) Cc1ccc(NC(=O)CCN2C(=O)C3C4CCC(C4)C3C2=O)cc1Cl (centres undefined)
5) O=C(Nc1c2c(nn1-c1ccc(Cl)cc1)CS(=O)(=O)C2)c1ccc(S(=O)(=O)N2CCOCC2)cc1
6) Cc1c(Cl)cccc1NC(=O)C(=O)/C=C(\O)c1ccc(F)cc1
11) Cc1cc(C)nc(NS(=O)(=O)c2ccc(NC(=O)c3ccccc3Cl)cc2)n1
entry no.	1	4	5	6	11
TEAD-YAP block	3	0	-14	-21	3
MITF inh	-4	7	17	26	-5
FBW7 activator	-0.1	0.0	0.5	0.2	-0.1
GPR151 activ	0.3	-0.2	0.9	0.7	1.6

Continuation:
13) COC(=O)c1ccc2c(=O)n(Cc3ccc(C(=O)N4CCN(c5ccccn5)CC4)cc3)c(=S)[nH]c2c1
14) Nc1cc(C(=O)N2CCCC2)cc(C(=O)N2CCCC2)c1
15) CN1/C(=C\C=N\Nc2ccccn2)C(C)(C)c2ccccc21
16) O=C(c1ccc(CNc2nc(=S)[nH]c3ccccc23)cc1)N1CCN(c2ccc(F)cc2)CC1
17) C=CCn1nnnc1SCc1cccc(CSc2nnnn2CC=C)c1
18) Cc1ccc(OCC(=O)N/N=C\c2ccncc2)cc1
entry no.	13	14	15	16	17	18
TEAD-YAP block	-5	9	2	0	19	-2
MITF inh	5	15	-3	-2	6	15
FBW7 activator	0.0	0.0	-0.4	-0.3	0.0	-0.1
GPR151 activ	-0.7	1.6	-0.1	-1.0	2.5	-0.6

19) COc1c(C(=O)Nc2sc3c(c2C(N)=O)CCC3)cc2ccccc2c1Br
20) CCOC(=O)c1c(C)[nH]c(C)c1C(=O)COC(=O)c1cc(C)n(-c2ccc(F)cc2)c1C
21) CCOc1ccc(C(=O)Nc2ccc(Br)cn2)cc1Br
22) O=C(CCc1ccccc1)NNC(=O)Nc1ccccc1
23) CC(=O)c1ccc(OCC(=O)NCC2CCC3(CCN(Cc4ccncc4)CC3)O2)cc1 (centres undefined)
24) O=C(Nc1cc2c(ccc3ccccc32)oc1=O)c1ccc(Cl)cc1
entry no.	19	20	21	22	23	24
TEAD-YAP block	12	-1	-45	5	-1	1
MITF inh	23	11	7	6	3	17
FBW7 activator	0.2	0.1	1.2	0.1	0.0	0.0
GPR151 activ	-2.2	-1.0	-0.6	1.3	1.2	0.2

25) O=C(CC(=O)N/N=C/c1ccc(Cl)cc1Cl)NCc1ccccc1
26) CCOc1ccc2ncc(C(=O)c3ccccc3)c(N3CCOCC3)c2c1
27) Nc1c(C(=O)c2ccccc2)sc2nc3c(c(-c4cccs4)c12)CCC3
28) COc1cc2ccccc2cc1C(=O)Nc1nc(-c2c(C)cc(C)cc2C)cs1
29) Cc1ccc(C(C)C)cc2c(C)ccc1-2
30) CCCCNCCCOc1ccccc1F
entry no.	25	26	27	28	29	30
TEAD-YAP block	7	6	3	3	2	8
MITF inh	4	1	-15	0	7	7
FBW7 activator	0.1	0.1	0.2	0.0	0.1	0.8
GPR151 activ	3.9	-0.4	-0.8	-0.1	-1.2	-0.3

31) COc1ccccc1N1CCN(CC(O)COc2ccc3c(C)cc(=O)oc3c2)CC1 (centres undefined)
32) CCCn1c(-c2nc(OC)cc(OC)n2)n[nH]c1=S
33) O=C(O)CCCNS(=O)(=O)c1ccc(C(=O)O)cc1
34) OCCNc1nc2ccc(Cl)cc2[nH]1
35) COc1ccc(OC)c(S(=O)(=O)Nc2cccc3ccccc23)c1
36) COc1cc(NS(=O)(=O)c2cc(C(=O)O)ccc2OC)cc(OC)c1
entry no.	31	32	33	34	35	36
TEAD-YAP block	17	1	-3	3	-8	10
MITF inh	-4	-11	15	-7	7	2
FBW7 activator	-0.1	-0.2	0.2	0.0	-0.2	0.2
GPR151 activ	0.1	7.0*	0.6	-0.4	4.7	9.2*

37) CCOC(=O)C1=C(C)N2C(=O)CSC2=NC1c1ccc(O)c(OC)c1 (centres undefined)
38) Cn1cnnc1SCC(=O)c1cc(Cl)ccc1Cl
39) CCCN(CCC)S(=O)(=O)c1ccc(C(=O)Nc2nc(-c3ccc(-c4ccccc4)cc3)cs2)cc1
40) O=C(Cc1c[nH]c2ccccc12)N1CCc2ccccc21
41) Cc1ccc(S(=O)(=O)c2ccc(C)c(S(=O)(=O)N3CCCCCC3)c2)cc1S(=O)(=O)N1CCCCCC1
42) Cc1ccc(-n2ncc3c(SCC(=O)NCc4ccco4)ncnc32)c(C)c1
entry no.	37	38	39	40	41	42
TEAD-YAP block	14	1	-7	-30	-8	39*
MITF inh	12	10	20	1	-6	6
FBW7 activator	0.8	0.2	0.3	0.2	0.2	0.2
GPR151 activ	0.7	-0.6	-0.7	1.4	1.8	-1.5

43) CC1=C(C(=O)OCC(C)C)C(c2cccc(O)c2)C2=C(CC(c3cccs3)CC2=O)N1 (centres undefined)
44) COC(=O)c1cc(C(=O)Nc2cccc(OC)c2)cc([N+](=O)[O-])c1
45) O=C(Nc1nc(-c2ccc(F)cc2)cs1)c1ncoc1-c1cccs1
46) O=C(NCc1nnc(SCC(=O)N2N=C(c3cccs3)CC2c2ccc(F)cc2)n1Cc1ccccc1)c1cccs1 (centres undefined)
47) Cc1ccc(C(=O)c2ccccc2)cc1[N+](=O)[O-]
48) CCn1c2ccccc2c2nnc(SCCN3CCOCC3)nc21
entry no.	43	44	45	46	47	48
TEAD-YAP block	3	4	2	18	3	-14
MITF inh	1	13	-2	-2	12	0
FBW7 activator	0.4	-0.1	0.0	-0.1	0.1	-0.1
GPR151 activ	0.4	1.0	1.3	1.1	8.7*	1.5

49) CCOc1ccc2[nH]c(=O)c(CN(CCCN(C)C)C(=O)Nc3ccccc3)cc2c1
50) Cc1cc2c(c(=O)[nH]1)C(=O)O/C2=C/c1ccc(F)cc1
51) CCc1ccc(N(CC(=O)NCc2ccc(Cl)cc2Cl)S(C)(=O)=O)cc1
52) CCOC(=O)CCCNC(=O)N1CCc2nc(-c3ccc(OC)cc3C)c3c(c2C1)CO[C@@H](c1ccccc1)C3
53) CC(C)(C)CC(C)(C)NC(=O)CSc1nnc(-c2cccc(F)c2)n1-c1ccccc1
54) CCOC(=O)C1=C(N)N(c2ccc(Br)cn2)C2=C(C(=O)CC(C)(C)C2)C1c1cccnc1 (centres undefined)
entry no.	49	50	51	52	53	54
TEAD-YAP block	20	-14	-61	/	-2	8
MITF inh	3	-2	0	19	-1	14
FBW7 activator	0.5	-0.2	0.1	-0.1	-0.3	0.2
GPR151 activ	-0.3	-2.2	0.4	0.6	0.1	-0.7

55) COc1cccc(OC)c1C(=O)Nc1ccc(C(=O)NCc2ccccc2)cc1
56) Nc1ncc(-c2cc(C(F)(F)F)cc(C(F)(F)F)c2)nc1N1CCC(C(=O)O)CC1
57) COc1cccc(NC(=S)Nc2cccnc2)c1
58) CCOC(=O)C1=C(C)NC2=C(C(=O)C(C(=O)OCC)C(c3ccccc3OC)C2)C1c1ccc(SC)cc1 (centres undefined)
59) Cc1ccc(C=Nc2ccccc2C(=O)O)o1
60) CC1(C2(C)NC(=S)N(c3nc4ccccc4s3)N2)COCOC1 (centres undefined)
entry no.	55	56	57	58	59	60
TEAD-YAP block	15	-5	-13	11	-13	-36
MITF inh	-4	1	19	1	-8	14
FBW7 activator	0.0	0.2	0.6	0.4	0.0	0.3
GPR151 activ	-1.5	1.9	-1.0	-1.2	2.6	-1.4

61) Cc1nc2ncccn2c1-c1csc(Nc2ccccn2)n1
62) CC(=O)c1sc(NC(=O)C2=COCCO2)nc1C
63) N#CC1=C(N)N(c2ccc(Br)cc2F)C2=C(C(=O)CCC2)C1c1ccsc1 (centres undefined)
64) O=[N+]([O-])c1cccc(C2Nc3ccccc3C(c3ccccc3)(c3ccccc3)O2)c1 (centres undefined)
65) CCOC(=O)C(Cc1c[nH]c2ccccc12)NC(=O)c1ccc(C(C)(C)C)cc1 (centres undefined)
66) Cc1nc2sccn2c1C(=O)c1ccc(NC(=O)c2ccc(F)cc2)cc1
entry no.	61	62	63	64	65	66
TEAD-YAP block	-45	-37	6	-4	-80	31
MITF inh	5	10	6	2	-1	-9
FBW7 activator	0.0	-0.1	-0.1	-0.2	-0.1	-0.1
GPR151 activ	-0.7	-6.8	0.6	-0.7	-0.5	0.2

67) O=C(CCl)Nc1nc(-c2cc(F)ccc2F)cs1
68) CCC(NS(=O)(=O)c1ccc(OC)cc1)C(=O)NCC(OC)OC (centres undefined)
69) O=[N+]([O-])c1ccc(N2CCN(S(=O)(=O)Cc3ccccc3)CC2)c(C(F)(F)F)c1
70) COc1ccc(Br)cc1C(=O)Nc1nccs1
71) O=C(CSc1nc2ccccc2o1)NCc1n[nH]c(=O)c2ccccc12
72) CCc1ccc(NC2=NC(C(=O)c3ccccc3)CC(=O)N2)cc1 (centres undefined)
entry no.	67	68	69	70	71	72
TEAD-YAP block	5	14	0	3	1	-13
MITF inh	2	1	0	-4	-8	2
FBW7 activator	0.3	-0.1	-0.1	0.0	-0.2	-0.1
GPR151 activ	-1.7	-0.6	-1.9	-0.8	0.4	0.4

73) O=C(Nc1ccc2oc(-c3cccc(Cl)c3)nc2c1)c1ccc(-c2cc(Cl)ccc2Cl)o1
74) Cc1cc(C)cc(NCC(O)Cn2c3ccc(Br)cc3c3cc(Br)ccc32)c1 (centres undefined)
75) NC(=O)CSc1nc2sc3c(c2c(=O)n1-c1ccccc1)CCCC3
76) COc1ccc(Cl)cc1C(=O)N/C(=C/c1ccco1)C(=O)N1CC2CC(C1)c1cccc(=O)n1C2 (centres undefined)
77) CCN(CC)CC(O)Cn1c(-c2ccccc2Cl)nc2ccccc21 (centres undefined)
78) COc1ccc(NC(=O)OC(C)C)cc1
79) Clc1cccc(Cc2nnc(-c3ccccc3)o2)c1
80) O=C1OC(c2cc(F)c(F)cc2Cl)=N/C1=C\c1cccc(F)c1
81) COc1ccc(C2C(=O)N(C3CCC(C)CC3)CC(=O)N2C2CCCC2)cc1OC (centres undefined)
entry no.	73	74	75	76	77	78	79	80	81
TEAD-YAP block	5	-26	-3	2	4	-34	-14	-4	-5
MITF inh	0	5	6	-5	-4	-4	-7	-11	-6
FBW7 activator	-0.2	0.2	0.0	0.1	-0.2	-0.1	-0.1	0.0	-0.2
GPR151 activ	0.1	-1.8	0.3	-2.0	0.3	-5.6	3.0	1.6	0.6
